Screening data deposited in PubChem BioAssay by National Center for Advancing Translational Sciences (NCATS).
TDP1 inh = blocks human tyrosyl-DNA phosphodiesterase 1; AID 485290; Q9NUW8; recombinant TDP1, AlphaScreen DNA substrate cleavage; actives 0.28% (n = 350,000); Potency, µM (top dose mostly 130 µM), for inactives: at the highest dose activity change, negative = inhibition, usual class: inhibitors; further: nearly all actives have a fitted effect of over 40% in size
Target sequence (Q9NUW8 whole entry, looked up): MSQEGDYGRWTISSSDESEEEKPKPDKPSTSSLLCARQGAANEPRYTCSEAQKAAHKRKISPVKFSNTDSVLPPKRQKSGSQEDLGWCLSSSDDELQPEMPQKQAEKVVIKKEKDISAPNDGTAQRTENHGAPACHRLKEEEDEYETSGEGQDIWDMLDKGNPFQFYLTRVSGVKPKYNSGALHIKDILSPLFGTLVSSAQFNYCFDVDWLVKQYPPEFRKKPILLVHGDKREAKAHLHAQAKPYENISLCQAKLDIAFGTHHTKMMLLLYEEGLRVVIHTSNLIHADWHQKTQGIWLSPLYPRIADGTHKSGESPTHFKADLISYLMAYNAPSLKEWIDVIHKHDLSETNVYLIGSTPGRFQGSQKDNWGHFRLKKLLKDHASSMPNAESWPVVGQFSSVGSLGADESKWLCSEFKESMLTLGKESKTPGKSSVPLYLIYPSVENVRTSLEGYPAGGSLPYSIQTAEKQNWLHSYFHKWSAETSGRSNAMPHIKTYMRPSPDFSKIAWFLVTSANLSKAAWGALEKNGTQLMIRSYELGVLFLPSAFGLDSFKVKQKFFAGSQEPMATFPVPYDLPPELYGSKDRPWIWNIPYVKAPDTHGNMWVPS
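Steps: enzyme plus compound, 15 min RT; add biotin/phosphotyrosine-FITC oligonucleotide (15 nM final), react 5 min; add donor/acceptor beads (10 ug/ml final), 10 min; read AlphaScreen. Tdp1 at 1 nM final.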
DT40 TDP1 CPT = growth inhibition of DT40 Tdp1-/-;hTDP1 cells with camptothecin (screen for TDP1 inhibitors). AID 686979. actives 12% (n = 420,000). chicken DT40 Tdp1-/-;hTDP1 cells + 20 nM CPT, ATP luminescence, 48 h. Potency, µM (series often up to 46.2 µM), for the others: at the top dose activity change, negative = growth inhibition, most hits filed as inhibitors; further: nearly all actives have a fitted effect of over 55% in size
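Cell growth measured by CellTiter-Glo luminescence after a minimum 48 h, 37 C compound exposure with 20 nM CPT in Tdp1-knockout DT40 cells stably expressing hTDP1, seeded 400/well; qHTS titration format.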
TDP1 cell noCPT = qHTS for Inhibitors of human tyrosyl-DNA phosphodiesterase 1 (TDP1): qHTS in cells in absence of CPT; DT40 Tdp1-/- hTDP1 cells, no CPT, ATP luminescence, 48 h; Potency, µM (titrated, usually from 46.2 µM), for the others: at the highest dose activity change, negative = growth inhibition, most hits filed as inhibitors; actives 15% (n = 420,000); further: nearly all actives have a fitted effect of over 55% in size
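Readout: luminescence from CellTiter-Glo after 30 min in the dark at RT. Cells: DT40 Tdp1-/- with stable hTDP1, 400/well. Exposure: compounds alone, ≥48 hr, 37 °C.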
* = called active by the depositor; ? = inconclusive; . = no result given; & = joins results of further samples. The call rests on the fitted dose curve; in most records, active means well fitted curve in the direction sought with a large enough effect; inconclusive means small, poorly fitted or top-dose-only effect, or another doubt; inactive means no such curve, though single readings can be large; an effect the other way counts as inactive or inconclusive. On the % scale 0 is the no-effect control and ±100 the full control effect; potency means the concentration at half of the fitted maximal effect.

structure	TDP1 inh	DT40 TDP1 CPT	TDP1 cell noCPT
COc1ccc(C(C)NC(=O)c2ccccc2Cl)cc1OC (configuration not stated)	-1%	-13%	-23%
O=C(NCc1ccc(Cl)cc1)c1cnc2sc(N3CCOCC3)nn2c1=O	0%	?	-27%
O=C(c1cc(-c2cccs2)on1)N1CCCCC1	4%	-8%	-7%
COCCNc1nnc(SCC(=O)c2cc(C)n(C3CC3)c2C)s1	.	-4%	-27%
CCn1c(SCC(=O)c2c(N)n(C3CC3)c(=O)[nH]c2=O)nnc1-c1ccccc1OC	0%	-16%	0%
O=S(=O)(Nc1ccc(O)cc1)c1cccc2cccnc12	-5%	-16%	-12%
CCOC(=O)CNS(=O)(=O)c1cc(-c2n[nH]c(=O)c3ccccc23)ccc1C	0%	?	-15%
O=C(CNc1n[nH]c(=O)[nH]c1=O)N/N=C/C=C/c1ccccc1	5%	0%	1%
Cc1ccc(SC(C)c2nc(-c3ccccc3)no2)cc1 (configuration not stated)	0%	-22%	-12%
COc1cccc(CNC(=O)CN2C(=O)NC(Cc3ccccc3)(c3ccccc3)C2=O)c1 (configuration not stated)	0%	?	-3%
CCCCSc1ncnc2[nH]ncc12	0%	-8%	-16%
CCOC(=O)c1[nH]cc(-c2ccccc2)c1N1CCOCC1	8%	16µM*	29µM*
Cc1cc(Cl)c(C)c(S(=O)(=O)N2CCN(C(=O)C3CCCO3)CC2)c1Cl (configuration not stated)	0%	?	?
CC(C)CCN1CCNC(=O)C1CC(=O)NCCCN1CCOCC1 (configuration not stated)	0%	0%	21%
CCC(CC)c1nnc(NC(=O)C2=COCCO2)s1	-8%	11%	2%
CCCOc1ccc(NC(=O)CC2C(=O)N(Cc3ccccc3)C(=S)N2Cc2cccs2)cc1 (configuration not stated)	-3%	9.2µM*	21µM*
C[C@@H]1CN([C@@H](C)CO)C(=O)CCCn2cc(nn2)CO[C@H]1CN(C)S(=O)(=O)c1ccc(Cl)cc1	.	-9%	-25%
CCCCc1nc(NCc2ccccc2)c(C#N)c2c1CCCC2	1%	-5%	-19%
CCC12CN(C(=O)c3ccc(C)cc3)CC(CC)(CN(C(=O)c3ccc(C)cc3)C1)C2=O	0%	-6%	?
C=C1CCN([C@@H](Cc2ccccc2)C(=O)O)S(=O)(=O)c2ccccc21	.	-2%	-1%
c1ccc2sc(N3CCN(Cc4ccc5c(c4)OCO5)CC3)nc2c1	12%	-9%&2%	13%&-3%
CCn1ncc(/C=N\NC(=O)c2cc(-c3ccc(C)cc3C)nc3ccccc23)c1C	8%	?	?
NC(=O)COC(=O)c1cccnc1Nc1ccccc1F	1%	10%	-8%
COc1ccc(F)c(CN(C)CC2CCCN(CCc3ccc(F)cc3)C2)c1 (configuration not stated)	5%	?	16µM*
COCCNC(=O)c1ccc2nc(CCc3ccccc3)oc2c1	5%	11%	4%
O=C1C[C@H]2[C@H](CO)[C@@H](OC(=O)c3ccc(-c4ccccc4)cc3)C[C@H]2O1	4%	?	16µM*
Cc1cc(NC(=O)CSc2ncc(C(=O)O)n2-c2ccc(F)cc2)no1	?	11%	-4%
C=CCn1c(SCC(=O)Nc2c(C)n(C)n(-c3ccccc3)c2=O)nc2scc(-c3ccccc3)c2c1=O	8%	?	?
COc1ccc(-c2c(-c3ccc(OCC(=O)NN)cc3O)n[nH]c2C)cc1OC	.	5%	-10%
O=C1CN(C(=O)COC(=O)CNC(=O)c2ccc(Br)o2)c2ccccc2N1	-1%	-3%	-6%
CCN(C(=O)CSc1nnnn1-c1ccccc1)c1c(N)n(Cc2ccccc2)c(=O)[nH]c1=O	1%	-23%	-21%
O=S(=O)(Nc1nccs1)c1ccc(Nc2nnc(-c3ccccc3)c3ccccc23)cc1	-2%	?	-17%
COc1ccccc1CNC(=O)C(C)Sc1ccsc1[N+](=O)[O-] (configuration not stated)	5%	0%	?
COc1cccc(CNC(=O)C2CCN(S(=O)(=O)N3CCCC3)CC2)c1	-7%	-8%	-15%
O=C1SC(Cc2ccccc2)C(=O)N1c1ccccc1 (configuration not stated)	.	22%	-15%
CC(C)Cn1c(N)c(C(=O)NCC2CCCO2)c2nc3ccccc3nc21 (configuration not stated)	-11%	?	26µM*
Cc1ccsc1C(=O)OCC(=O)Nc1c(Cl)cccc1C(F)(F)F	0%	-4%	-1%
COc1ccc(C2CC(c3ccc(OC)cc3OC(C)=O)=NN2C(=O)c2ccccc2)cc1 (configuration not stated)	.	-23%	?
CC(C)C[C@H](NC(=O)c1nc[nH]c1C(=O)NCCCCCNC(=O)OC(C)(C)C)C(=O)OCc1ccccc1	10%	?	?
Cc1nn(S(=O)(=O)c2ccc(Cl)cc2)c(C)c1S(=O)(=O)N1CCCCCC1	-2%	1%	-14%

Reformatted as labelled records: entries from further up
SMILES: COCCNC(=O)c1ccc2nc(CCc3ccccc3)oc2c1
  TDP1 inh = 5%
  DT40 TDP1 CPT = 11%
  TDP1 cell noCPT = 4%
SMILES: O=C1C[C@H]2[C@H](CO)[C@@H](OC(=O)c3ccc(-c4ccccc4)cc3)C[C@H]2O1
  TDP1 inh = 4%
  DT40 TDP1 CPT = ?
  TDP1 cell noCPT = 16µM*
SMILES: Cc1cc(NC(=O)CSc2ncc(C(=O)O)n2-c2ccc(F)cc2)no1
  TDP1 inh = ?
  DT40 TDP1 CPT = 11%
  TDP1 cell noCPT = -4%
SMILES: C=CCn1c(SCC(=O)Nc2c(C)n(C)n(-c3ccccc3)c2=O)nc2scc(-c3ccccc3)c2c1=O
  TDP1 inh = 8%
  DT40 TDP1 CPT = ?
  TDP1 cell noCPT = ?

Next section.
structure	TDP1 inh	DT40 TDP1 CPT	TDP1 cell noCPT
CCc1ccc(-c2nc(CN3CCC(C(=O)NCc4ccc(F)cc4)CC3)c(C)o2)cc1	4%	?	?
O=C(NNC(=O)c1ccc(Cl)cc1Cl)c1ccc2ccccc2c1	.	-26%	-22%
CCOC(=O)c1cnc2c(OC)cccc2c1N1CCN(c2ccccc2F)CC1	3%	18µM*	18µM*
COc1ccc(C(=O)c2sc(Nc3ccccc3F)nc2N)cc1	.	?	12µM*
O=C(Nc1cccc(-c2cccc(Cl)c2)c1)C1CCN(Cc2ccon2)CC1	1%	13µM*	29µM*
Cc1ccccc1NCC(=O)N/N=C/c1c(C)c(C(=O)c2ccc(Cl)cc2)n2ccccc12	-1%	16µM*	16µM*
CCC(=O)N1CCCC1(C)C(=O)Nc1ccc(C)c(C)c1 (configuration not stated)	.	-24%	-1%
O=C(NNC(=O)c1ccccn1)c1ccc(OC(F)F)cc1	-1%	5.8µM*	4.6µM*
Cc1ccccc1C1CCCN(Cc2nc(CC3CC3)no2)C1 (configuration not stated)	0%	-26%	-26%
COc1ccc(S(=O)(=O)N2CCCC2)cc1Br	-10%	-2%	0%
O=C(Cc1csc(-c2ccc(Cl)cc2)n1)Nc1cccc(S(=O)(=O)NC2=NCCC2)c1	0%	-7%	-14%
CC(C)(C)c1ccc(C(=O)NCC(=O)N2CCC3(CC2)NCCc2[nH]cnc23)cc1	3%	-2%	0%
CSc1ccccc1NC(=O)C1CCN(S(C)(=O)=O)CC1	.	0%	14%
Cn1cc([N+](=O)[O-])c(C(=O)Nc2cnn(Cc3ccc(F)cc3)c2)n1	0%	13%	-12%
O=C(O)c1cccc(Cn2c(Cl)c(/C=N/NC(=O)c3ccccc3O)sc2=O)c1	-5%	1%	6%
CCCCCCCC(=O)NNC(=O)c1ccc([N+](=O)[O-])cc1	5%	-1%	2%
CCOc1ccc(NC(=O)CSc2nc3c([nH]c4ccccc43)c(=O)n2-c2cc(C)cc(C)c2)cc1	-7%	2%	1%
CCOc1ccc(C(=O)Nc2cccc(-c3nc4cccnc4s3)c2C)cc1OCC	11%	-6%	-9%
CCOc1cc(C(=O)N(C)c2ccccc2)cc(OCC)c1OCC	2%	?	?
CCOC1=NN(c2ccc(Cl)cc2)C(=O)/C1=C\N(C)C	8%	3%	-8%
CCOP(=O)(OCC)C(NC(=O)C(F)(F)F)c1ccccc1 (configuration not stated)	0%	6%	0%
COc1cc(/C=C2/SC(=S)N(CC(=O)NC(C)(C)C)C2=O)cc(OC)c1OC	3%	?	?
CCCS(=O)(=O)c1c(S(=O)(=O)CCC)c2cc(C(C)(C)C)ccn2c1C(=O)c1ccc(C)cc1	6%	23µM*	15µM*
COc1ccc(CCc2cc(OC)cc(=O)o2)cc1	.	7%	-18%
COc1ccc(NC(=O)C2(C)Cc3c(-c4cccc(NC(C)=O)c4)ccnc3O2)cc1OC (configuration not stated)	.	?	?
CN(C)c1nc(NC(C)(C)C)nc(NC(C)(C)C)n1	2%	?	21µM*
COc1cc(/C=C2\CC/C(=C\c3cc(OC)c(O)c(OC)c3)C2=O)cc(OC)c1O	-3%	6.5µM*	5.8µM*
O=C1[C@@H](Oc2ccccc2)[C@@H](c2ccncc2)N1c1ccccc1	.	?	18µM*
O=C(CN1CCN(CC(=O)Nc2ccccc2Cl)CC1)NCC1(N2CCOCC2)CCCCC1	0%	?	?
COc1ccc(C)cc1Nc1nc2c(S(=O)(=O)c3cccc(Cl)c3)nnn2c2ccsc12	5%	?	?
CC[C@@H](C)C(C(=O)N1CCN(C(=O)OC(C)(C)C)CC1)n1cc(-c2cn([C@@H](C)C(=O)N3CCN(C(=O)OC(C)(C)C)CC3)nn2)nn1 (some centres not stated)	5%	-12%	?
COc1ccc(S(=O)(=O)N2CCC3(CC2)OCCN3S(=O)(=O)c2c(C)cc(C)cc2C)cc1	.	13µM*	8.2µM*
COC(=O)CNc1n[nH]c(=S)[nH]c1=O	3%	7%	-23%
CCn1ncc(CN2CCCC(C(=O)Nc3cccc(-c4cc5ccccc5[nH]4)c3)C2)c1C (configuration not stated)	9%	21µM*	?
CCCn1c(=N)c(C(=O)NCc2cccnc2)cc2c(=O)n3ccccc3nc21	.	?	-26%
COc1ccc(-n2cc(C(=O)NCc3ccccc3)c3ccccc3c2=O)cc1	6%	-3%	?
O=C(NC1CCC(O)CC1)c1ccc(NS(=O)(=O)c2cccc([N+](=O)[O-])c2)cc1 (configuration not stated)	1%	-25%	1%
CC1N(C(=O)N2CCOCC2)CCN1S(=O)(=O)c1cccc(C(F)(F)F)c1 (configuration not stated)	.	7%	-2%
COc1ccc(Cn2nnnc2C(CC(C)C)N2CCN(c3ccccc3)CC2)cc1 (configuration not stated)	8%	18µM*	15µM*
Cn1c(N)c(C(=O)COC(=O)c2cccs2)c(=O)n(C)c1=O	-1%	3%	-1%

3 entries from above, ordered by SMILES length, ascending:
structure	TDP1 inh	DT40 TDP1 CPT	TDP1 cell noCPT
COc1cc(/C=C2\CC/C(=C\c3cc(OC)c(O)c(OC)c3)C2=O)cc(OC)c1O	-3%	6.5µM*	5.8µM*
COc1ccc(NC(=O)C2(C)Cc3c(-c4cccc(NC(C)=O)c4)ccnc3O2)cc1OC (configuration not stated)	.	?	?
CC[C@@H](C)C(C(=O)N1CCN(C(=O)OC(C)(C)C)CC1)n1cc(-c2cn([C@@H](C)C(=O)N3CCN(C(=O)OC(C)(C)C)CC3)nn2)nn1 (some centres not stated)	5%	-12%	?

Further compounds follow.
structure	TDP1 inh	DT40 TDP1 CPT	TDP1 cell noCPT
O=C(CCC(=O)Nc1cc(C(F)(F)F)ccc1Cl)N/N=C\c1cc([N+](=O)[O-])ccc1O	.	10µM*	8.2µM*
CS(=O)(=O)N(CC(=O)NCCc1ccccc1)c1cc(C(F)(F)F)ccc1Cl	.	-27%	-29%
O=C(NCc1ccccc1)C1CCCN1C(=O)Nc1ccccc1[N+](=O)[O-] (configuration not stated)	.	-17%	2%
Cc1cc(CN(C)Cc2cn(C)nc2-c2ccc(Oc3ccccc3)cc2)on1	1%	?	16µM*
CCC(=O)NC(Nc1cc(C)ccn1)(C(F)(F)F)C(F)(F)F	2%	-6%	-7%
Clc1ccc(Cn2ccc(-c3ccc4c(c3)OCO4)n2)cc1Cl	.	-5%	-16%
Cc1ccc(-n2ncc3c2CC(C)(C)CC3NC(=O)CCCN2CCCCC2=O)cc1 (configuration not stated)	4%	?	3%
Cc1ccc(SC[C@H](CC(C)C)N2CCN(CCc3ccccc3)CCC2=O)cc1	1%	?	?

Outcome played no part in choosing rows; overall some 18% were active at least once.
